Screens from PubChem BioAssay.
VIM-2 inhibitor – inhibitors of Pseudomonas aeruginosa VIM-2 metallo-beta-lactamase. purified VIM-2, nitrocefin hydrolysis, epi-absorbance fluorescence. inhibition, % at 5.6 µM. 0.89% of 290,000 active. AID 1527;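 active = inhibition above the mean of all tested compounds plus 3 SD, cutoff set per screening run, cut at about 7.5% in these data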;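 note: red hydrolysis product quenches plate fluorescence so inhibitors raise well fluorescence; 0% = enzyme with DMSO and 100% = DMSO without enzyme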
IDE inh – cellular human IDE inhibition | inhibition, % at 5.59 µM | P14735 | HEK cells, FAbetaB cleavage, fluorescence polarization | AID 434962 | 0.41% of 320,000 active;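 active = percent inhibition above the average of all tested compounds plus 3 SD, set per screening campaign, cut at about 16% in these data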;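 note: IDE supplied by intact live HEK cells; FP after avidin binding of uncleaved biotin substrate so inhibition keeps polarization high; 0% = DMSO wells and 100% = 60 µM reference IDE inhibitor Ii1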
Target sequence (P14735 whole entry, looked up): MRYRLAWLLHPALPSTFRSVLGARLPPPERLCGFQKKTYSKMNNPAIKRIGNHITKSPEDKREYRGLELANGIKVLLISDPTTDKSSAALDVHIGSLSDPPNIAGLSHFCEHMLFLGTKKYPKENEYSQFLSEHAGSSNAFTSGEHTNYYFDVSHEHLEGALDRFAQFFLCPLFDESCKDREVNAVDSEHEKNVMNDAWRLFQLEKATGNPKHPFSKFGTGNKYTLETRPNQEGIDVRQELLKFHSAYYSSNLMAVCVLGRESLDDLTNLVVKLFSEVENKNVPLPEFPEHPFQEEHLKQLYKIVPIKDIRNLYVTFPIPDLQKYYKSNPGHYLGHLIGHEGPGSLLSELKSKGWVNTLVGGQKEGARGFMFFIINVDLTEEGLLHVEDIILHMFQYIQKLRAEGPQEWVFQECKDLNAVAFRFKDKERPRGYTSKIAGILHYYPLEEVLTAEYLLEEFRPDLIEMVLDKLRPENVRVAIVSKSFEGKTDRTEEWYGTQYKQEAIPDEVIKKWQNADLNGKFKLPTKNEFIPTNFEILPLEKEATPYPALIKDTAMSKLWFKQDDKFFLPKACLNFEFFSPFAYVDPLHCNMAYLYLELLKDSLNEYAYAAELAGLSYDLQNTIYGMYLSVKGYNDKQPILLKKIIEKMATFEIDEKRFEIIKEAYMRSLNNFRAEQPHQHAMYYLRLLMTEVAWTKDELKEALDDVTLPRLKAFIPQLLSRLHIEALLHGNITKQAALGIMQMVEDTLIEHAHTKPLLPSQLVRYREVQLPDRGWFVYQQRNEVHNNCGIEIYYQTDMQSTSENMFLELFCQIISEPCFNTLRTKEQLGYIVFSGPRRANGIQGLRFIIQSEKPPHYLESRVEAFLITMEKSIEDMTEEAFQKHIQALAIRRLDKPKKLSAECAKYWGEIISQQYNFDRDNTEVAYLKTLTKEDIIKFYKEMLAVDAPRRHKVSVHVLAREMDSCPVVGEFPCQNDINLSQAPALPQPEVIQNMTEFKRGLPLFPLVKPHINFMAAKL
IMP-1 inhibitor – inhibitors of Pseudomonas aeruginosa IMP-1 metallo-beta-lactamase; purified IMP-1, nitrocefin hydrolysis, epi-absorbance fluorescence; inhibition, % at 5.6 µM; 0.45% of 290,000 active; AID 1556;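 active = inhibition above the mean plus 3 SD of all compounds in the same screening run, cut at about 4.5% in these data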;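 note: 0% = IMP-1 with DMSO and 100% = DMSO wells lacking enzyme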
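System: Purified recombinant IMP-1 metallo-beta-lactamase enzyme | Measured by: Fluorescence quenching readout, ex 480/em 530 nm | Replication: Singlicate | Incubation: 15 min preincubation plus 25 min reaction at 25 °C | Evaluation: Percent inhibition from optical density relative to buffer-blank wells | Benchmarks: DMSO with and without IMP-1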
IDE act – IDE (human) activation, cell-based. P14735. 0.073% of 340,000 active. AID 493087. HEK cells, FAbeta-B cleavage, fluorescence polarization; 0% vehicle, 100% cell-free pure enzyme wells. activation, % at 5.96 µM;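 active = activation above the mean of all tested compounds plus 3 SD, set per screening campaign, cut at about 17% in these data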
HCV NS3 hel inh – HCV NS3 helicase inhibition. NS3 helicase DNA unwinding, Cy5 molecular beacon fluorescence. inhibition, % at 10.9 µM. 0.56% of 290,000 active. AID 1800;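 active = inhibition above the mean of all tested compounds plus 3 SD, set per campaign, cut at about 35% in these data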;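 note: 0% = DMSO wells and 100% = thioflavine S control wells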
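Material: hepatitis C virus NS3 helicase domain fragment enzyme; measured by: Cy5 fluorescence, 0 and 60 min reads; control set: DMSO and thioflavine S; incubation: 60 min unwinding reaction at 25 °C after ATP addition; read-out basis: % inhibition from 60/0 min fluorescence ratio, DMSO 0%, thioflavine S 100%; repeats: singlicate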
M18AAP inhibitor – PfM18AAP enzyme inhibition | recombinant PfM18AAP, H-Glu-NHMec fluorogenic cleavage | inhibition, % at 7.35 µM | 1.2% of 290,000 active | AID 1822;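 active = inhibition above the campaign mean inhibition over all tested compounds plus 3 SD, cut at about 28% in these data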;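 note: 0% = plate median of test compound wells and 100% = 2 mM ZnCl2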
pCIP destab – compounds decreasing mouse p/CIP protein stability | AID 1984 | F442A p/CIP-EGFP cells, EGFP fluorescence, 16 h | Q05BA5 | decrease of EGFP signal, % at 10 µM | 0.01% of 290,000 active;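 active = EGFP signal decrease of at least 30% at 10 µM or well 3 SD below plate mean, unless failing retest; inactive = the rest, including hits failing retest or dose response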; note: some compounds called inactive have numbers as strong as hits; many of its hits are not listed in these tables
FID counter – counter-screen for HCV NS3 helicase inhibitors: DNA intercalator displacement | DNA fluorescent intercalator displacement, fluorescence | inhibition, % at 7.9 µM | 0.17% of 290,000 active | AID 1845; in the data active = inhibition above about 37%;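 note: 0% = vehicle and 100% = reference compound; higher means more ethidium bromide displaced from hairpin DNA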
UBC9 SUMO inh – blocks human SUMOylation mediated by UBC9; P63279; HTRF SUMOylation assay, SAE1/SAE2 + UBC9, in vitro; inhibition, % at 35 µM; 0.36% of 290,000 active; AID 2006; in the data active = inhibition above about 50%, passing the limit was not always enough; note: strong numbers were not always called active
Numbers without * were called inactive; / = no result given.

[1] NC(=O)c1ccsc1NC(=O)C1CC1
[2] O=C1CC(N2CCCc3ccccc32)C(=O)N1c1ccccc1 (configuration not stated)
[3] CN1CCc2c(n(CC(O)CN3CCN(CCO)CC3)c3ccccc23)C1=O (configuration not stated)
[4] O=C(Cc1cccs1)NC(Cc1c[nH]c2ccccc12)C(=O)O (configuration not stated)
[5] CCC1(C)Cc2ccccc2-c2[nH][nH]c(=O)c21 (configuration not stated)
[6] COc1cc2c(cc1NC(=O)c1cccc(S(=O)(=O)N(C)C)c1)oc1ccccc12
Assay by compound	1	2	3	4	5	6
IDE act	-6	-1	5	-5	8	2
HCV NS3 hel inh	/	5	2	9	-6	-16
FID counter	/	-4	4	-6	-3	-1
IDE inh	-6	4	4	1	3	5
M18AAP inhibitor	/	-3	1	-2	-15	-2
VIM-2 inhibitor	/	3.0	-2.2	-4.4	-4.2	-5.4
pCIP destab	-6	3	-10	6	1	7
UBC9 SUMO inh	-1	5	18	-2	4	2
IMP-1 inhibitor	/	-0.2	-2.9	-2.9	-1.8	-1.6

Sorted by the number under VIM-2 inhibitor (rising): 3 from the list above
no. | structure | IDE act | HCV NS3 hel inh | IDE inh | M18AAP inhibitor | VIM-2 inhibitor | pCIP destab | UBC9 SUMO inh | IMP-1 inhibitor
4 | O=C(Cc1cccs1)NC(Cc1c[nH]c2ccccc12)C(=O)O (configuration not stated) | -5 | 9 | 1 | -2 | -4.4 | 6 | -2 | -2.9
5 | CCC1(C)Cc2ccccc2-c2[nH][nH]c(=O)c21 (configuration not stated) | 8 | -6 | 3 | -15 | -4.2 | 1 | 4 | -1.8
3 | CN1CCc2c(n(CC(O)CN3CCN(CCO)CC3)c3ccccc23)C1=O (configuration not stated) | 5 | 2 | 4 | 1 | -2.2 | -10 | 18 | -2.9

Further results follow:
[7] CC(=O)c1ccc(NS(=O)(=O)c2cccc(C(=O)Nc3ccccc3C(=O)O)c2)cc1
[8] O=C(c1ccc(S(=O)(=O)N2CCOCC2)cc1)N(c1ccc(F)cc1)C1C=CS(=O)(=O)C1 (configuration not stated)
[9] O=C(c1cnccn1)N1CCN(C/C=C/c2ccccc2)CC1
[10] Cc1c(NC(=O)c2cc(-c3ccc(Cl)s3)nc3ccccc23)c(=O)n(-c2ccccc2)n1C
[11] CC(=O)c1coc2ccc(OCC(=O)O)cc12
[12] CCC(C)NC(=O)c1cc(-c2ccc3c(c2)OCO3)on1 (configuration not stated)
Assay by compound	7	8	9	10	11	12
IDE act	3	-2	-3	-1	-5	0
HCV NS3 hel inh	15	4	-3	4	4	13
FID counter	-4	-5	-1	-2	-1	-14
IDE inh	-1	-5	2	-4	-1	0
M18AAP inhibitor	3	-15	7	2	-3	-7
VIM-2 inhibitor	-1.4	-1.4	-1.2	-4.8	0.8	-1.9
pCIP destab	6	-16	10	0	-10	-1
UBC9 SUMO inh	12	22	-13	35	25	19
IMP-1 inhibitor	-0.1	-0.7	-3.4	-1.8	-3.1	-1.6

[13] COc1ccc(NC(=O)C2CCN(S(=O)(=O)c3cccc4nonc34)CC2)cc1
[14] Cc1ccc(NC(=S)NC(=O)c2ccc(F)cc2)cc1S(=O)(=O)Nc1cccc(Cl)c1
[15] Nc1ccc(Br)c2cccnc12
[16] COC(=O)C1=CN(Cc2cccs2)C=C(C(=O)OC)C1c1ccc(OC)cc1OC
[17] Cc1cc(C)cc(C(=O)Nc2ccc(N3CCCC3)cc2)c1
[18] Cc1ccc(NC(=O)c2cccc(S(=O)(=O)N3CCN(c4ccc(F)cc4)CC3)c2)nc1
Assay by compound	13	14	15	16	17	18
IDE act	0	0	-5	1	1	2
HCV NS3 hel inh	6	6	2	-9	-45	-64
FID counter	-6	0	10	-35	-1	-18
IDE inh	-2	1	9	2	-4	-4
M18AAP inhibitor	-2	-3	24	1	5	-13
VIM-2 inhibitor	-2.8	-3.9	-1.8	-2.7	-2.3	0.7
pCIP destab	-5	-20	-11	-28	-6	-11
UBC9 SUMO inh	16	5	80	13	-3	13
IMP-1 inhibitor	-4.0	-2.5	-3.2	-2.8	-2.8	-0.9

[19] Fc1ccccc1-c1nc(N2CCCCC2)c2ccccc2n1
[20] O=C(Nc1ccc2c(c1)OCCO2)C1CCN(c2ncccn2)CC1
[21] O=C(c1ccc(C#CC2(O)CCCCC2)cc1)N1CCN(C(c2ccccc2)c2ccccc2)CC1
[22] COC(=O)c1cnc(SCc2ccc([N+](=O)[O-])cc2)n1C
[23] CCCc1nnc(-c2ccc(OC)cc2)o1
[24] CCOC(=O)C(C)Oc1ccc(C2NC(=O)NC(C)=C2C(C)=O)cc1Br (configuration not stated)
Assay by compound	19	20	21	22	23	24
IDE act	3	6	3	/	0	-2
HCV NS3 hel inh	-4	0	-10	-2	7	33
FID counter	-6	-5	-35	-2	-2	-24
IDE inh	5	5	3	-1	3	-1
M18AAP inhibitor	8	-2	-7	-3	5	1
VIM-2 inhibitor	-1.2	-4.5	0.1	-1.5	-5.6	-3.0
pCIP destab	-4	-7	-6	9	-11	4
UBC9 SUMO inh	-3	18	3	6	2	9
IMP-1 inhibitor	-1.2	-2.6	-1.5	-2.2	-3.0	-5.8

[25] Cc1nc(N2C(=O)C(=O)/C(=C(/O)c3ccccc3)C2c2ccco2)sc1C (configuration not stated)
[26] CCOC(=O)N1CCN(C(=O)CCn2nc(-c3ccccc3)ccc2=O)CC1
[27] C=CCn1cc(CN2CCC(C(=O)Nc3cccc(-c4cccc(Cl)c4)c3)CC2)c(C)n1
[28] CCOC(=O)CCn1c2nc(C)cc(C)c2c(=O)n1-c1ccccc1
[29] COc1cc(C(=O)NCC(=O)N/N=C/c2ccc(-c3ccc([N+](=O)[O-])cc3)o2)cc(OC)c1OC
[30] CCOc1ccc(C2C(C(=O)O)CCC(=O)N2C2CCCCC2)cc1 (configuration not stated)
Assay by compound	25	26	27	28	29	30
IDE act	1	0	-4	2	5	4
HCV NS3 hel inh	32	3	-72	6	-10	7
FID counter	4	-13	41*	-15	-17	-32
IDE inh	1	-1	1	-1	-3	2
M18AAP inhibitor	38*	-5	10	3	17	4
VIM-2 inhibitor	-0.7	-2.6	1.6	-2.6	-2.0	-6.7
pCIP destab	8	6	7	-4	-7	-3
UBC9 SUMO inh	9	-21	-11	33	8	-5
IMP-1 inhibitor	-3.7	-4.3	-0.1	-3.1	-0.9	-5.0

A draw from above in order of length of the SMILES, descending.
[29] COc1cc(C(=O)NCC(=O)N/N=C/c2ccc(-c3ccc([N+](=O)[O-])cc3)o2)cc(OC)c1OC
[21] O=C(c1ccc(C#CC2(O)CCCCC2)cc1)N1CCN(C(c2ccccc2)c2ccccc2)CC1
[18] Cc1ccc(NC(=O)c2cccc(S(=O)(=O)N3CCN(c4ccc(F)cc4)CC3)c2)nc1
[27] C=CCn1cc(CN2CCC(C(=O)Nc3cccc(-c4cccc(Cl)c4)c3)CC2)c(C)n1
[25] Cc1nc(N2C(=O)C(=O)/C(=C(/O)c3ccccc3)C2c2ccco2)sc1C (configuration not stated)
[24] CCOC(=O)C(C)Oc1ccc(C2NC(=O)NC(C)=C2C(C)=O)cc1Br (configuration not stated)
[26] CCOC(=O)N1CCN(C(=O)CCn2nc(-c3ccccc3)ccc2=O)CC1
[30] CCOc1ccc(C2C(C(=O)O)CCC(=O)N2C2CCCCC2)cc1 (configuration not stated)
Assay by compound	29	21	18	27	25	24	26	30
IDE act	5	3	2	-4	1	-2	0	4
HCV NS3 hel inh	-10	-10	-64	-72	32	33	3	7
FID counter	-17	-35	-18	41*	4	-24	-13	-32
IDE inh	-3	3	-4	1	1	-1	-1	2
M18AAP inhibitor	17	-7	-13	10	38*	1	-5	4
VIM-2 inhibitor	-2.0	0.1	0.7	1.6	-0.7	-3.0	-2.6	-6.7
pCIP destab	-7	-6	-11	7	8	4	6	-3
UBC9 SUMO inh	8	3	13	-11	9	9	-21	-5
IMP-1 inhibitor	-0.9	-1.5	-0.9	-0.1	-3.7	-5.8	-4.3	-5.0

[20] O=C(Nc1ccc2c(c1)OCCO2)C1CCN(c2ncccn2)CC1
[17] Cc1cc(C)cc(C(=O)Nc2ccc(N3CCCC3)cc2)c1
[19] Fc1ccccc1-c1nc(N2CCCCC2)c2ccccc2n1
[23] CCCc1nnc(-c2ccc(OC)cc2)o1
Assay by compound	20	17	19	23
IDE act	6	1	3	0
HCV NS3 hel inh	0	-45	-4	7
FID counter	-5	-1	-6	-2
IDE inh	5	-4	5	3
M18AAP inhibitor	-2	5	8	5
VIM-2 inhibitor	-4.5	-2.3	-1.2	-5.6
pCIP destab	-7	-6	-4	-11
UBC9 SUMO inh	18	-3	-3	2
IMP-1 inhibitor	-2.6	-2.8	-1.2	-3.0
